Screening data: PubChem BioAssay, National Center for Advancing Translational Sciences (NCATS)
Chronic BCR inh: inhibitors of chronic active B-cell receptor signaling; ABC-DLBCL IkBa-CBG/CBR reporter, luminescence ratio, 4 h; Potency, µM (doses to about 46.1 µM), for inactives: at the top dose ratio change, negative = lower green/red ratio, most hits filed as inhibitors; hit rate 0.05% among 340,000; AID 493014; active = well fitted inhibition curve with a large enough effect in the signal ratio, with a control signal flat, not every such curve was filed as active; inconclusive = small, poorly fitted or top-dose-only effect, or effect the other way, or a change in a side signal; the % refers to the signal ratio;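 note: potency is the fitted concentration of half-maximal effect; plate controls were basal doxycycline-induced cells for no effect and cells given 10 µM MG132 for full effect; MG132 reads +100%, hits lower the ratio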
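Doxycycline induced both beetle luciferases in TMD8 lymphoma cells; IKK-driven degradation limits the IkappaBalpha-fused green signal, while red luminescence normalises for cell number and nonspecific effects. Compounds tested up to 46 uM, 4 hrs.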
Mito fusion act: inhibitors of mitochondrial division or activators of mitochondrial fusion | hit rate 0.23% among 320,000 | S. cerevisiae fusion-defective mutant growth rescue, CellTiterGlo 48 h | AID 485298 | Potency, µM (highest dose often 46.1 µM), inactives show at the top dose growth rescue (activation), hits mostly activators;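 note: potency is the fitted concentration of half-maximal effect; % of control where 0% means no effect; nearly all actives have a fitted effect of over 45% in size; temperature-sensitive fusion mutants such as fzo1-1 at 37 °C on non-fermentable ethanol glycerol medium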
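Compounds are tested for their ability to restore growth of mitochondrial fusion-defective yeast strains at non-permissive 37C in YPEG medium over 48 hours. Viability is quantified by luciferase luminescence.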
Menin MLL FP TR: inhibitors of human menin-MLL interaction, mutant MLL peptide; Menin + Texas Red MLL mutant peptide, fluorescence polarization; hit rate 0.23% among 270,000; Potency, µM (top dose mostly 61.6 µM), for the others: top-dose FP activity change, negative = inhibition, usual class: inhibitors; active = well fitted inhibition curve with a large enough effect in the polarisation, with a control signal flat, not every such curve was filed as active; inconclusive = small, poorly fitted or top-dose-only effect, or effect the other way, or a change in a side signal; inactive = no such curve, though single readings can be large or run the other way; the % refers to the polarisation; note: potency is the fitted concentration of half-maximal effect; % of control where 0% means no effect; many of its hits are not listed in these tables
ASM inhibitor: inhibitors of human secretory acid sphingomyelinase | P17405 | placental ASM, HMU-PC fluorogenic substrate, 60 min | Potency, µM (series often up to 57.5 µM), without a hit: at the highest dose activity change, negative = inhibition, usual class: inhibitors | hit rate 0.006% among 340,000; note: potency is the fitted concentration of half-maximal effect
Target sequence (P17405 47-631 limits assumed): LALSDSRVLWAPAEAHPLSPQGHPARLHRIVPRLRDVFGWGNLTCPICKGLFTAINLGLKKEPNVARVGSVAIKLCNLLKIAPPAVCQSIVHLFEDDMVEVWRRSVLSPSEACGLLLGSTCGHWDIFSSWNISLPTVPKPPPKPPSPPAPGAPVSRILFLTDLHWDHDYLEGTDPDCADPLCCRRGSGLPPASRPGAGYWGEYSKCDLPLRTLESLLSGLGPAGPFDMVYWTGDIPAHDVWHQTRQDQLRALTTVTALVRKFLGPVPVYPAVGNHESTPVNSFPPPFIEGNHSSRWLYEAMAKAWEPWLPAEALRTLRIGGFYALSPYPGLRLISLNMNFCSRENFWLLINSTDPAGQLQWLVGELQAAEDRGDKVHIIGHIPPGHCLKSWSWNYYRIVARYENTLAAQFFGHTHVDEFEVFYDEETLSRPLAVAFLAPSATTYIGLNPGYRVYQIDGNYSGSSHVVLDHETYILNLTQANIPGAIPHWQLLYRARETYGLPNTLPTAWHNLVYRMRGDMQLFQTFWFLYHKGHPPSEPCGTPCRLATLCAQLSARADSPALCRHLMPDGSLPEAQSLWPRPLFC
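Human placenta-derived ASM preincubated with compound 10 min at room temperature, then reacted with 9 uM (final) fluorogenic HMU-PC substrate for 60 min at 37 C. Stop solution raises pH to 10; fluorescence read at Ex 386/Em 447 nm.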
Eya2 inh: blocks the phosphatase activity of human Eya2. O00167. recombinant Eya2, OMFP fluorescence dephosphorylation (OMFP is methylfluorescein phosphate). Potency, µM (top dose mostly 76.9 µM), for the others: at the top dose activity, negative = inhibition, usual class: inhibitors. hit rate 0.006% among 330,000; note: potency is the fitted concentration of half-maximal effect; % is set by controls: 0 for no effect and ±100 for the full control effect
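Eya2 (0.2 uM) preincubated 10 min at ambient with compound, then OMFP substrate added at 50 uM; 10 min reaction in 50 mM HEPES pH 7.5, 50 mM NaCl, 5 uM MgCl2, 0.05% BSA, 1 mM DTT. Fluorescence read at Ex 485/Em 525 nm.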
PKM2 activator: PKM2 (human) enzyme activation; hit rate 0.34% among 260,000; P14618; Potency, µM (top dose mostly 57.5 µM), without a hit: at the top dose activation, usual class: activators; purified PKM2, Kinase-Glo ATP luminescence, activation; response scale: 0% is enzyme alone, no compound; note: potency is the fitted concentration of half-maximal effect; % is set by controls: 0 for no effect and ±100 for the full control effect; nearly all actives have a fitted effect of over 55% in size
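hPK-M2, >95% pure; 0.1 mM ADP / 0.5 mM PEP final; imidazole pH7.2 buffer w/ 7 mM MgCl2, 50 mM KCl; 1 h RT; Kinase-Glo lum. Intermediate enzyme activity for dual inhibitor/activator qHTS.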
GALK inhibitor: galactokinase (human) inhibition. P51570. Purified GALK, Kinase-Glo residual ATP luminescence. Potency, µM (top dose mostly 57.5 µM), inactives show top-dose activity change, negative = inhibition, most hits filed as inhibitors. hit rate 0.007% among 270,000. AID 1868; note: potency is the fitted concentration of half-maximal effect; % is set by controls: 0 for no effect and ±100 for the full control effect
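Quantitative HTS: GALK 5 nM, ATP 35 uM, galactose 100 uM, 1 h room temperature, then luciferase-based ATP detection.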
USP2a inh: USP2a (human) protease inhibition; USP2 core, Ub-CHOP2 coupled fluorogenic reporter, 485/531; Potency, µM (top dose mostly 38.3 µM), inactives show at the highest dose activity change, negative = inhibition, hits mostly inhibitors; hit rate 0.01% among 330,000;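 note: potency is the fitted concentration of half-maximal effect; plate controls were DMSO wells for no effect and full inhibition by NEM control for full effect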
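Cell-free coupled assay: 10nM USP2 core preincubated 30min RT with compound in Tris-HCl pH 8.0/CaCl2/CHAPS buffer, then 25nM Ub-CHOP2 and 25nM reporter substrate; fluorescence (Ex 485/Em 531) read after 60min RT, normalized to NEM inhibition, concentration-response curves fitted.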
KCNH2 WT inh: inhibitors of human wildtype KCNH2 potassium channel | Q12809 | AID 720551 | U2OS, BacMam KCNH2, thallium flux FluxOr; active compounds read low | hit rate 0.37% among 340,000 | activity change, % at 1.84 µM;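 active = maximum activity change below -70%; inconclusive = maximum activity change between -70% and -50%; inactive = maximum activity change above -50%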; note: % is set by controls: 0 for no effect and ±100 for the full control effect
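U2OS cells transduced with wild-type KCNH2 virus are loaded with FluxOr dye for 45 min, and thallium flux is measured in kinetic reads before and after stimulation buffer. Rate constants are normalized to DMSO controls.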
MBNL1 CUG block: blocks human MBNL1 binding to CUG repeat RNA | Potency, µM (series often up to 57.5 µM), inactives show at the highest dose activity change, negative = inhibition, hits mostly inhibitors | hit rate 0.036% among 280,000 | Q9NR56 | TR-FRET MBNL1-His/biotin-(CUG)12 binding, 665/545 ratio | AID 2675; active = well fitted inhibition curve with a large enough effect in the signal ratio, with a control signal flat, not every such curve was filed as active; inconclusive = small, poorly fitted or top-dose-only effect, or effect the other way, or a change in a side signal; inactive = no such curve, though single readings can be large or run the other way; the % refers to the signal ratio; note: potency is the fitted concentration of half-maximal effect; % is set by controls: 0 for no effect and ±100 for the full control effect
Target sequence (Q9NR56 whole entry, looked up): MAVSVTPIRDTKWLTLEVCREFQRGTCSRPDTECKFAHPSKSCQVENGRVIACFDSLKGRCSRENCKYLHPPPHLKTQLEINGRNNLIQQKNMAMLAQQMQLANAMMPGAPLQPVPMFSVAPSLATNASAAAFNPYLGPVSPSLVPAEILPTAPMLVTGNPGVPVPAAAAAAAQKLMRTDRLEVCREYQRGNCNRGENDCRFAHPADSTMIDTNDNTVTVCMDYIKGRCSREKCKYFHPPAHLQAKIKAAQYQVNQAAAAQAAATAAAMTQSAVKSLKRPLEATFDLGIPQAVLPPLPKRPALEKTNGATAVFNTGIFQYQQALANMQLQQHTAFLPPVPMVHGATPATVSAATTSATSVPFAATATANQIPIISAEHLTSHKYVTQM
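MBNL1-His + Biotin-(CUG)12, cpd titration 92 nM–58 uM; Tb anti-His Ab 0.055 ng/ul, SA-XL665 5 nM (final); 60 min RT; ratiometric 665/545 nm, Ex 340 nm; normalized to buffer and full-complex controls.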
TSHR antag: human thyrotropin receptor antagonism; P16473; activity change, negative = inhibition, % at 11.5 µM; hit rate 0.2% among 330,000; TSHR-expressing cells, TSH-stimulated cAMP HTRF, 2 h; active compounds read low;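 active = activity change below a set negative limit, meaning inhibition stronger than a set level, cut at about -70% in these data; inconclusive = activity change between two set negative limits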; note: % is set by controls: 0 for no effect and ±100 for the full control effect
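Read-out is FRET at 665 nm (cryptate excitation 337 nm) from a cryptate-tagged anti-cAMP antibody, competed by cell cAMP against cAMP-d2. Compounds are tested on freshly harvested TSHR cells challenged with 4nM TSH (EC80) for 2 hours at 37 deg C.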
Active calls of the source: *; ? = inconclusive; nt = no result given; [ ] = dose if it differs, or a comment. Unless noted, calls come from the whole dose curve; as a rule, active = well fitted curve in the direction sought with a large enough effect; inconclusive = small, poorly fitted or top-dose-only effect, or another doubt; inactive = no such curve, though single readings can be large; an effect the other way counts as inactive or inconclusive. These rows are one share of the data; the hit share may differ from the screen's.

SMILES	Chronic BCR inh	Mito fusion act	Menin MLL FP TR	ASM inhibitor	Eya2 inh	PKM2 activator	GALK inhibitor	USP2a inh	KCNH2 WT inh	MBNL1 CUG block	TSHR antag
CCOc1ccc(C(=O)NCc2ccc3c(c2)OCO3)cc1	-1.6%	-1.4%	-10.4%	4.5%	-20.5%	-2.6%	0.0%	-2.8%	-0.4	1.4%	-4.0
CC(/C=C/c1ccccc1)=N\NC(=O)c1cc(C)nc2ccccc12	-2.1%	4.0%	nt	4.8%	-2.7%	7.2%	-1.8%	0.1%	-7.6	nt	4.4
CCOC(=O)CN1CC23C=CC(O2)C(C(=O)Nc2ccc(OCC)cc2)C3C1=O (configuration not stated)	-1.1%	0.5%	12.5%	-2.8%	5.8%	4.0%	1.1%	0.8%	-2.7	1.6%	1.8
S=c1[nH]nc(Cc2ccc(Br)cc2)n1/N=C/c1ccc(Cl)cc1	0.4%	24.0%	?	-18.9%	2.0%	-2.0%	0.9%	-9.7%	-0.1	-1.0%	-0.2
Cc1cccc(C(=O)Nc2c3c(nn2C(C)(C)C)CS(=O)(=O)C3)c1	8.5%	2.7%	-30.8%	-0.4%	8.5%	nt	-0.8%	-0.3%	13.4	-13.9%	12.0
Cc1ccc(S(=O)(=O)N2CCC(=O)N(C(COCc3ccc(Cl)cc3Cl)Cc3ccccc3)CC2)cc1 (configuration not stated)	5.0%	1.1%	-15.3%	7.2%	-10.6%	-2.1%	nt	-1.5%	-31.1	21.8%	1.8
O=C(Cn1nnc2ccccc21)OCc1ccccc1	6.9%	-3.7%	-1.0%	2.4%	-14.3%	-3.0%	-0.4%	0.1%	-23.7	0.2%	-5.9
CCN(C(=O)c1ccc(S(=O)(=O)N2CCCC2)cc1)C1CCS(=O)(=O)C1 (configuration not stated)	-3.5%	-1.2%	nt	1.7%	18.9%	nt	nt	-0.3%	0.6	nt	-6.3
Cc1cc(C(=O)NC2CCCN(Cc3ccccc3F)C2)n[nH]1 (configuration not stated)	-5.1%	-2.5%	nt	3.2%	-5.7%	-2.7%	-0.4%	2.1%	1.8	2.8%	-4.4
O=C(CSC1=NS(=O)(=O)c2ccccc2N1)NCCc1ccccc1	4.6%	0.4%	nt	-0.9%	-1.8%	nt	nt	0.3%	-6.8	nt	-3.7
CN(C)S(=O)(=O)c1cccc(NC(=O)c2cc(-c3cccs3)nn2-c2cccc(Cl)c2)c1	1.6%	9.2%	-5.2%	-3.6%	2.9%	0.1%	-0.3%	3.4%	1.5	3.9%	-14.4
CCN(C1CCS(=O)(=O)C1)S(=O)(=O)c1cccs1 (configuration not stated)	-0.3%	5.4%	5.9%	0.3%	12.2%	9.1%	0.3%	-2.7%	8.0	2.1%	7.2

Full records from above.
CC(/C=C/c1ccccc1)=N\NC(=O)c1cc(C)nc2ccccc12 is entered as Chronic BCR inh: -2.1%; Mito fusion act: 4.0%; Menin MLL FP TR: nt; ASM inhibitor: 4.8%; Eya2 inh: -2.7%; PKM2 activator: 7.2%; GALK inhibitor: -1.8%; USP2a inh: 0.1%; KCNH2 WT inh: -7.6; MBNL1 CUG block: nt; TSHR antag: 4.4
CCN(C(=O)c1ccc(S(=O)(=O)N2CCCC2)cc1)C1CCS(=O)(=O)C1 (configuration not stated) is entered as Chronic BCR inh: -3.5%; Mito fusion act: -1.2%; Menin MLL FP TR: nt; ASM inhibitor: 1.7%; Eya2 inh: 18.9%; PKM2 activator: nt; GALK inhibitor: nt; USP2a inh: -0.3%; KCNH2 WT inh: 0.6; MBNL1 CUG block: nt; TSHR antag: -6.3
Cc1ccc(S(=O)(=O)N2CCC(=O)N(C(COCc3ccc(Cl)cc3Cl)Cc3ccccc3)CC2)cc1 (configuration not stated) is entered as Chronic BCR inh: 5.0%; Mito fusion act: 1.1%; Menin MLL FP TR: -15.3%; ASM inhibitor: 7.2%; Eya2 inh: -10.6%; PKM2 activator: -2.1%; GALK inhibitor: nt; USP2a inh: -1.5%; KCNH2 WT inh: -31.1; MBNL1 CUG block: 21.8%; TSHR antag: 1.8

Next structures
SMILES	Chronic BCR inh	Mito fusion act	Menin MLL FP TR	ASM inhibitor	Eya2 inh	PKM2 activator	GALK inhibitor	USP2a inh	KCNH2 WT inh	MBNL1 CUG block	TSHR antag
CCN(CC)CCN(C(=O)c1ccc2c(c1)OCCO2)c1nc2c(Cl)cccc2s1	-0.6%	-3.6%	?	2.4%	-3.6%	-0.5%	-0.4%	-0.5%	10.1	-9.9%	-8.0
COCCN1CCn2c(nc3cc(NC(=O)NC4CCCCC4)ccc32)C1	-1.1%	-1.3%	-8.6%	126.9%[activator]	-1.2%	3.1%	0.3%	2.8%	3.1	11.9%	5.6
CCn1c(/C=N/c2nc3ccccc3n2C)nc2ccccc21	-2.9%	-15.9%	-3.2%	-1.4%	-20.5%	-3.4%	-2.4%	-8.5%	-11.8	5.5%	30.1
Cc1nn(C(C)C(=O)NC2CC2)c(=O)c2nn(-c3ccccc3)c(C)c12 (configuration not stated)	0.9%	0.2%	nt	6.8%	2.5%	nt	0.7%	-0.6%	-9.2	-4.1%	12.0
CN(c1ccccc1)S(=O)(=O)c1cccc(NC(=O)c2ccc(=O)[nH]n2)c1	-1.1%	nt	nt	-0.6%	3.5%	nt	nt	0.5%	9.5	nt	nt
O=C(NCc1ccccn1)C1CCC(=O)N1C1CCCCC1 (configuration not stated)	-2.2%	1.9%	1.4%	1.8%	3.4%	-1.4%	2.1%	0.8%	-19.0	-5.8%	-2.8
O=C(CN1C(=O)CCSc2ccc(S(=O)(=O)N3CCOCC3)cc21)Nc1cccc(F)c1	3.5%	12.6%	?	-1.5%	-2.2%	nt	-0.1%	-0.9%	-3.0	-20.3%	7.0
COC(=O)C1=C(N)Oc2cc(C)[nH]c(=O)c2C1c1cc(OC)c(OC)c(OC)c1 (configuration not stated)	1.1%	-0.6%	-1.5%	2.3%	-10.0%	-6.4%	-1.9%	0.6%	-0.8	-4.9%	0.5
COc1cccc(CSc2nc3nc(C)cc(C)n3n2)c1	-5.0%	13.0%	-17.2%	1.0%	0.5%	nt	-2.2%	3.9%	-1.0	4.7%	1.7
Cn1cnnc1Sc1ccc(/C=C(\CC(=O)O)c2nc3ccccc3s2)cc1[N+](=O)[O-]	-3.8%	2.4%	nt	4.1%	?	1.2%	-3.2%	0.8%	-10.3	nt	-5.0
CC(C)(C)SCCNC(=O)COc1ccccc1	?	-0.1%	-16.9%	-0.1%	-20.1%	-11.6%	1.9%	-1.1%	-11.4	7.7%	15.2

Four compounds already listed, arranged by the value under ASM inhibitor, lowest first:
| smiles | Menin MLL FP TR | ASM inhibitor | Eya2 inh | PKM2 activator | GALK inhibitor | TSHR antag |
| --- | --- | --- | --- | --- | --- | --- |
| CN(c1ccccc1)S(=O)(=O)c1cccc(NC(=O)c2ccc(=O)[nH]n2)c1 | nt | -0.6% | 3.5% | nt | nt | nt |
| CCN(C1CCS(=O)(=O)C1)S(=O)(=O)c1cccs1 (configuration not stated) | 5.9% | 0.3% | 12.2% | 9.1% | 0.3% | 7.2 |
| CCN(C(=O)c1ccc(S(=O)(=O)N2CCCC2)cc1)C1CCS(=O)(=O)C1 (configuration not stated) | nt | 1.7% | 18.9% | nt | nt | -6.3 |
| Cc1ccc(S(=O)(=O)N2CCC(=O)N(C(COCc3ccc(Cl)cc3Cl)Cc3ccccc3)CC2)cc1 (configuration not stated) | -15.3% | 7.2% | -10.6% | -2.1% | nt | 1.8 |
